High-throughput results (PubChem BioAssay)
PGK inhibitor: T. brucei PGK inhibition. P07378. PGK/GAPDH coupled, Kinase-Glo luminescence, 60 min. Potency, µM (doses to about 57.5 µM), for inactives: top-dose activity change, negative = inhibition, actives largely listed as inhibitors. 0.043% of 380,000 active; also: % is scaled to controls: 0 for no effect and ±100 for the full control effect; nearly all actives have a fitted effect of over 60% in size
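Recombinant glycosomal PGK reaction used 1,3-bisphosphoglycerate generated in-well by GAPDH (100nM final) in 100mM TEA pH 7.6, 5mM MgCl2, 0.01% Tween-20. After 60 minutes at room temperature, ATP was read by Kinase-Glo Plus luminescence end-point.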
GLS inhibitor: glutaminase GLS (human) inhibition; O94925; GLS enzymatic activity, qHTS titration; Potency, µM (top dose mostly 45.5 µM), for the others: top-dose activity change, negative = inhibition, actives largely listed as inhibitors; 0.21% of 410,000 active; also: % is scaled to controls: 0 for no effect and ±100 for the full control effect
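hKGA; 45 mM KH2PO4 pH 8.2 + 0.02% Tween-20; cpd via pin tool; 1 mM Gln soln; GluOx/HRP/Amplex Red; RT 30 min; fluor. t0 & final.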
rTrxR1 inhibitor: rat TrxR1 inhibition | 1% of 390,000 active | Potency, µM (top dose mostly 114 µM), inactives show at the highest dose activity change, negative = inhibition, actives largely listed as inhibitors | recombinant rTrxR1, NADPH fluorescence consumption, selenite substrate | O89049; also: % is scaled to controls: 0 for no effect and ±100 for the full control effect; nearly all actives have a fitted effect of over 65% in size
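Rat TrxR1 (90 nM in the dispensed reagent) was pre-reduced with 400 uM NADPH for 5 min at room temperature, then incubated with compound for 15 min. After 400 uM selenite was added, NADPH fluorescence (Ex 340/Em 450 nm) was followed for 8 min.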
JMJD2A Tudor inh: inhibitors of human JMJD2A Tudor domain; O75164; AlphaScreen JMJD2A-Tudor / H3K4me3 peptide binding; Potency, µM (highest dose often 114 µM), inactives show top-dose activity change, negative = inhibition, most hits filed as inhibitors; 4.4% of 390,000 active; AID 504339; also: % is scaled to controls: 0 for no effect and ±100 for the full control effect; nearly all actives have a fitted effect of over 50% in size
ERG-DNA inh: inhibitors of human ERG Ets domain-DNA interaction; 0.028% of 370,000 active; fluorescence polarization, His-ERG Ets domain / labelled DNA; AID 624246; Potency, µM (titrated, usually from 76.9 µM), for the others: at the top dose FP activity, negative = inhibition, usual class: inhibitors; P11308; active = well fitted inhibition curve with a large enough effect in the polarisation, with a control signal flat; inconclusive = small, poorly fitted or top-dose-only effect, or effect the other way, or a change in a side signal; inactive = no such curve, though single readings can be large or run the other way; the % refers to the polarisation;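 also: polarization taken with two DNA probes labelled with fluorescein and Texas red; % of control where 0% means no effect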
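His-tagged ERG Ets domain (1 uM in the protein solution; 300mM KCl, 50mM Tris-HCl, 1mM EDTA, 1mM DTT, pH 7.5) received compound, then a probe mix of 5 nM fluorescein-DNA and 100nM Texas-615-DNA. Fluorescence polarization was read for both dyes.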
Pin1 inhibitor: human Pin1 inhibition | Q13526 | Pin1 FP peptide displacement, HiFluor488, 10 min | Potency, µM (top dose mostly 115 µM), without a hit: top-dose activity, negative = inhibition, usual class: inhibitors | 0.009% of 390,000 active; active = well fitted inhibition curve with a large enough effect in the polarisation, with a control signal flat, not every such curve was filed as active; inconclusive = small, poorly fitted or top-dose-only effect, or effect the other way, or a change in a side signal; inactive = no such curve, though single readings can be large or run the other way; the % refers to the polarisation; also: % is scaled to controls: 0 for no effect and ±100 for the full control effect
Target sequence (Q13526 whole entry, looked up): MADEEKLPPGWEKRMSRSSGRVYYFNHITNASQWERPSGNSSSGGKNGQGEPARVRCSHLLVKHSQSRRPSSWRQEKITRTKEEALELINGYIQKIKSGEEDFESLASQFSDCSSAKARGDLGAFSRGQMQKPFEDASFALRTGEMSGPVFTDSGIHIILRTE
HP1b chromo inh: blocks HP1-beta chromodomain binding to methylated histone tails; AID 540317; 0.56% of 390,000 active; AlphaScreen HP1-beta / biotin-H3K9me3 peptide binding; Potency, µM (series often up to 114 µM), for the others: at the top dose activity change, negative = inhibition, most hits filed as inhibitors; also: nearly all actives have a fitted effect of over 70% in size; inactives centre near 23
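Compound inhibition of the preformed complex between 50 nM HP1-beta and 50 nM biotinylated H3K9me3 peptide was read by AlphaScreen. Buffer was PBS pH 7.4 with 0.01% Tween-20. Incubations ran 30 min at room temperature, with 10 ug/mL donor/acceptor beads.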
ALOX12 inh: blocks human arachidonate 12S-lipoxygenase; 1.1% of 580,000 active; purified 12hLO, xylenol orange hydroperoxide absorbance; Potency, µM (series often up to 108 µM), without a hit: at the top dose activity change, negative = inhibition, actives largely listed as inhibitors; P18054; AID 1671190; also: % is scaled to controls: 0 for no effect and ±100 for the full control effect
Target sequence (P18054 whole entry, looked up): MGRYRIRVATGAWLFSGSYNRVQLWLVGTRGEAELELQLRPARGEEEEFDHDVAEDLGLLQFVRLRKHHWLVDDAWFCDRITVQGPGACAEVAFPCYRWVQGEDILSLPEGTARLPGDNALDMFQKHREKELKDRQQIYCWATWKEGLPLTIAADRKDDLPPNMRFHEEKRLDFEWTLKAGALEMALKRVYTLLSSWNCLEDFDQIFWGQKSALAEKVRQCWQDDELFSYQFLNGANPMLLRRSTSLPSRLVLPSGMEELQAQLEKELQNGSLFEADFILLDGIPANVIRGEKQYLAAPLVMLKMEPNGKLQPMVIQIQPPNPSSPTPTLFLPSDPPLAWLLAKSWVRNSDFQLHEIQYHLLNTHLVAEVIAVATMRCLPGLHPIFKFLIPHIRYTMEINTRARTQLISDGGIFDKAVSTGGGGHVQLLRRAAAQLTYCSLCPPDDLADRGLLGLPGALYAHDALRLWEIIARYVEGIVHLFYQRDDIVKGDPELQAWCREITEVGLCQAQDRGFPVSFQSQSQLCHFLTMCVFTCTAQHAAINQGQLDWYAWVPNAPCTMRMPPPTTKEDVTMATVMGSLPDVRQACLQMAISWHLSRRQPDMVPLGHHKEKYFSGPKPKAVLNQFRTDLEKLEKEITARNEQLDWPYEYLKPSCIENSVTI
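Purified human 12hLO (150 nM final) in 25 mM Hepes, 0.01% Triton X-100, pH 7.0 was preincubated 15 min at room temperature with compound. Then 40 uM arachidonic acid was added, 30 min. Hydroperoxide was read by Fe-XO absorbance ratio 573/405 nm.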
RGS4 inh: blocks human RGS4-accelerated GTP hydrolysis | P49798 | Potency, µM (highest dose often 114 µM), without a hit: at the highest dose activity change, negative = inhibition, most hits filed as inhibitors | Transcreener GDP fluorescence polarization, RGS4-accelerated GTP hydrolysis | 0.039% of 390,000 active | AID 504845; also: % is scaled to controls: 0 for no effect and ±100 for the full control effect; nearly all actives have a fitted effect of over 75% in size; some results filed as inactive show a strong effect at the top dose
Target sequence (P49798 whole entry, looked up): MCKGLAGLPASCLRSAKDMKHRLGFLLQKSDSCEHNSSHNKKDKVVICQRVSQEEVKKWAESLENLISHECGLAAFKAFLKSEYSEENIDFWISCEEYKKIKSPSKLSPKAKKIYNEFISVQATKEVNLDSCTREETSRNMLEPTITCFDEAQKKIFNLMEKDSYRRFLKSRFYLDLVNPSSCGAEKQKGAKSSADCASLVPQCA
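MLSMR compounds (23 nl, pin-transferred) preincubated 10 min at room temperature with a 500nM (2x) first reagent, then RGS4 at 900nM (2x) plus Transcreener GDP mix added; fluorescence polarization (620/688 nm) read before and after 90 min at 30 °C.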
* = called active by the depositor; i = inactive; ? = inconclusive; . = not tested or not shown; & = joins results of further samples; [ ] = another dose, or the depositor's remark. Unless noted, calls follow the shape of the dose curve; as a rule, active = well fitted curve in the direction sought with a large enough effect; inconclusive = small, poorly fitted or top-dose-only effect, or another doubt; inactive = no such curve, though single readings can be large; an effect the other way counts as inactive or inconclusive. Potency is read from the fitted curve at half-maximal effect.

SMILES	PGK inhibitor	GLS inhibitor	rTrxR1 inhibitor	JMJD2A Tudor inh	ERG-DNA inh	Pin1 inhibitor	HP1b chromo inh	ALOX12 inh	RGS4 inh
Cc1ccc(-c2nn3c(C)nnc3s2)cc1NC(=O)c1ccc(-c2ccc(Cl)cc2Cl)o1	-8%	7%	13%	63µM*	-1%	239%[activator]	20%	-20%	?
O=C(NC12CC3CC(CC(C3)C1)C2)c1cncc(Br)c1	2%	0%	3%	-7%	-3%	-5%	11%	-16%	4%
CCOC(=O)c1ccc2ncc3c(-c4ccccc4)nn(-c4ccc(F)c(Cl)c4)c3c2c1	-8%	3%	12%	2%	0%	2%	20%	-12%	-37%
Cc1cc(F)ccc1S(=O)(=O)N1CCC2(CC1)OCCN2S(=O)(=O)c1cccs1	-7%	-14%	16%	3%	-15%	4%	24%	17%	-13%
CCCC[C@@H]1CCCO[C@@](C(=O)NCCOC)(C(F)(F)F)C1	.	.	26%	-14%	.	5%	26%	.	1%
COc1cccc(NC(=O)COC(=O)c2ccc3ccccc3n2)c1	0%	-3%	12%[57.1 µM]	-7%	3%	21%	1%	?	10%
CCOc1ccccc1NC(=O)c1nn(-c2ccc(OC)cc2)c(=O)c2c1c1ccccc1n2C	.	0%	18%	-5%	1%	1%	24%	-19%	9%
O=C(Cn1c(=O)oc2cc(S(=O)(=O)N3CCCC3)ccc21)NCc1ccc(F)cc1	-8%&-2%	-9%&6%	11%&-2%	-20%&-13%	4%&-9%	-1%&1%	7%&37%	-16%&10%	-1%&23%
CC(C(=O)NC1C=CS(=O)(=O)C1)N1C(=O)/C(=C\c2ccccc2)SC1=S (centres undefined)	i	1%	41%	1%	2%	0%	20%	?	5%
COCCn1c(C)cc(C(=O)COc2cccnc2[N+](=O)[O-])c1C	2%	1%	4%	-28%	11%	-7%	11%	-5%	-8%
CCCN1CCN(CCCNC(=O)Cn2ncc3c4ccccc4n(C)c3c2=O)CC1	i	-8%	12%	-29%	8%	-1%	17%	-3%	9%
Cc1ccc2c(c1)c1c(n2C)-c2[nH]ncc2CC1	10%	9%	16%	?	-4%	2%	?	0%	-27%
NC(N)=NCCC[C@H](NC(=O)OCc1ccccc1)C(=O)O	1%	-3%	7%	-4%	-1%	3%	27%	6%	9%
CCCc1cc(=O)[nH]c(SCC(=O)c2cc(C)n(CC3CCCO3)c2C)n1 (centres undefined)	-1%	-3%	22%	-35%	-3%	6%	-1%	-8%	17%
CCOC(=O)c1cc(-c2ccccc2)nn1CC1CC(c2ccc(OC)cc2)=NO1 (centres undefined)	4%	-7%	9%[57.1 µM]	-5%	7%	3%	64%[activator]	-12%	5%
Cc1ccc(C)c2[nH]c(=O)c(CN(CC3CCCO3)S(=O)(=O)c3ccc4c(c3)OCCO4)cc12 (centres undefined)	-6%	-2%	14%	-15%	1%	1%	25%	-8%	-33%
Cc1c(Nc2ccc(C=O)cc2)c(=O)n(-c2ccccc2)n1C	-3%	-18%	4%[57.1 µM]	-14%	9%	21%	33%	-7%	6%
CC1CC=CC2C1C(=O)N(Cc1ccccc1)C2c1ccc(F)c(/C=C/c2ccccc2)c1 (centres undefined)	.	.	9%[57.1 µM]	-11%	.	?	29%	.	14%
COc1ccccc1OCc1ccc(C(=O)Nc2ccccc2F)cc1	-3%	-4%	11%	1%	7%	-1%	28%	14%	3%
CC1(C)Cc2c(c(N3CCOCC3)nc3sc4c(NCc5ccccc5)nnnc4c23)CS1	i	-12%	-13%	-10%	3%	13%	2%	5%	3%
O=C1c2ccccc2C(=O)N1S(=O)(=O)c1ccccc1	-2%	-1%	21%	-14%	-12%	-6%	33%	i	1%
O=C(CCCCCCCC(=O)NCC1CCCO1)NCC1CCCO1 (centres undefined)	-2%	0%	12%	-4%	2%	0%	28%	0%	22%
CCc1nnc(NC(=O)CCN2C(=O)c3ccccc3C2=O)s1	4%	?	11%	-15%	-1%	-6%	7%	2%	6%
COc1cc2c(cc1OC)CN(C(=O)CCN1C(=O)C3CCCCC3C1=O)CC2 (centres undefined)	0%	-12%	16%[57.1 µM]	-8%	0%	0%	29%	-13%	23%
CCN(CC)C(=O)C1CCCN(c2ccc([N+](=O)[O-])cc2/C=N/NC(=O)c2ccccc2)C1 (centres undefined)	-3%	-3%	-3%[57.1 µM]	-23%	-2%	0%	-9%	-10%	-6%
Cc1ccc(S(=O)(=O)N(C)c2ccc3c(ncn3C)c2[N+](=O)[O-])cc1	i	3%	5%	-18%	-3%	-2%	31%[activator]	-9%	-20%
CCOc1ccc(C(NC(=O)c2ccco2)c2ccc(OC)c(OC)c2)cc1 (centres undefined)	.	13%	-14%	-16%	.	-5%	17%	-1%	9%
O=C(c1ccc([N+](=O)[O-])cc1[N+](=O)[O-])N1CCc2ccccc21	3%	0%	20%	-29%	-15%	-1%	4%	?	13%
CCCCCCCCCC[N+](C)(C)CC/C=C1/c2ccccc2Sc2ccc(Cl)cc21	1%	?	-7%[57.1 µM]	-32%	-5%	20%	18%	.	11%
CC(C)[C@H](NC(=O)c1ccccc1)C(=O)OCC(=O)NCCc1ccc(F)cc1	1%	0%	-9%	-16%	-6%	5%	11%	15%	12%
CCC(C)(C)NC(=O)c1ccc2c(c1)N(CC(=O)N1CCCC1)C(=O)C(C)(C)O2	-9%	4%	11%	-9%	1%	-3%	11%	14%	12%
Cc1ccc[n+](CC(=O)Nc2ccc(N(C)C)cc2)c1	i	3%	30%	-33%	1%	-2%	18%	?	13%
Cc1cc(C(=O)COC(=O)c2ccc(NC(=O)CC#N)cc2)c(C)n1C1CC1	-1%	3%	5%	-19%	4%	41%[activator]	11%	12%	-21%
CCCCCCSc1cc(-c2nc3ccc(C)cn3c2NCc2ccccc2)ccc1OC	-9%	24%&-1%	29%	?	-4%	5%	33%	?	-9%
COc1ccc(CC(CC(=O)O)C(=O)Nc2ccc(OC)cc2)cc1 (centres undefined)	8%	-12%	13%	-8%	-11%	-6%	28%	-3%	-9%
CCCCCCCCCCn1ccc(=N)cc1	3%	-5%	-3%[57.1 µM]	-7%	2%	-15%	22%	-6%	13%
CC1CN(CCC(=O)Nc2ccc3c(c2)OCO3)CC(C)O1 (centres undefined)	.	1%	-35%[57.1 µM]	-9%	9%	-5%	28%	-34%	-12%
COC(=O)CCC(=O)OC1(C)C(=O)C=C2C=C(C3CC3)N(c3ccccc3)C=C2C1=O (centres undefined)	-16%	-1%	-1%	?	-7%	?	-17%	?	-29%
Cc1ccc(S(=O)(=O)NCc2cccnc2)cc1C	-3%	-10%	25%	-6%	-3%	3%	30%	3%	-11%
Cc1cccnc1NC(=O)c1ccc(Cl)c(S(=O)(=O)N2CCCCC2)c1	i	0%	5%	1%	1%	-3%	39%	-18%	-22%
Cn1c(=O)c2c(nc(SCCN3CCOCC3)n2C)n(C)c1=O	-1%	-7%	7%	-17%	0%	-3%	29%	-53%	-20%
O=C(Cc1c(Cl)cccc1Cl)OCC(=O)N1CCN(C(=O)c2ccco2)CC1	-1%	-7%	5%	-3%	5%	-2%	52%[activator]	-4%	-7%
CCc1ccc(-n2nc(C)c3c(C(=O)Nc4cc(C)ccc4C)cc(C)nc32)cc1	i	3%	11%	3%	5%	-1%	30%	-26%	6%
CCC(C)n1c(SCc2c(F)cccc2Cl)nc2ccsc2c1=O (centres undefined)	-5%	-10%	7%[57.1 µM]	47%[activator]	1%	-1%	120%[activator]	-5%	-8%
CC(C)(O)C#Cc1ccc(CN2CCN(Cc3ccsc3)C(CCO)C2)cc1 (centres undefined)	i	0%	21%	-6%	-12%	0%	32%	-17%	-19%
Cc1ccc(C(=O)Oc2coc(CSc3nnc(NC(=O)C4CC4)s3)cc2=O)cc1	-5%	-1%	-11%[11.4 µM]	-16%	-4%	20%	30%	27%	-7%
COc1ccccc1CNC(=O)[C@H](C)NC(=O)C1CCN(C(=O)[C@@H](N)CC(C)C)CC1	-1%	-1%	33%	-9%	5%	-3%	31%	-11%	-1%
COCCCNC(=O)Cn1c(=O)oc2cc(S(=O)(=O)N3CC(C)CC(C)C3)ccc21 (centres undefined)	-4%	1%	22%	-1%	12%	0%	49%[activator]	27%	18%
Cc1ccc(SCC(c2ccccc2)N2CCN(C)CCC2=O)cc1 (centres undefined)	.	.	?	-23%	.	-11%	7%	.	20%
COc1cccc(CNC(=O)C2CCC(CNS(=O)(=O)c3ccc(Br)s3)CC2)c1 (centres undefined)	i	2%	3%	-25%	-3%	5%	25%	?	7%

Reformatted with two lines to a compound: three of the compounds above
The line under a structure holds: PGK inhibitor | GLS inhibitor | rTrxR1 inhibitor | JMJD2A Tudor inh | ERG-DNA inh | Pin1 inhibitor | HP1b chromo inh | ALOX12 inh | RGS4 inh
Cc1ccc(C(=O)Oc2coc(CSc3nnc(NC(=O)C4CC4)s3)cc2=O)cc1
    -5% | -1% | -11%[11.4 µM] | -16% | -4% | 20% | 30% | 27% | -7%
COc1ccccc1CNC(=O)[C@H](C)NC(=O)C1CCN(C(=O)[C@@H](N)CC(C)C)CC1
    -1% | -1% | 33% | -9% | 5% | -3% | 31% | -11% | -1%
COCCCNC(=O)Cn1c(=O)oc2cc(S(=O)(=O)N3CC(C)CC(C)C3)ccc21 (centres undefined)
    -4% | 1% | 22% | -1% | 12% | 0% | 49%[activator] | 27% | 18%

These rows are one share of the data. The share of hits here may be higher or lower than overall.
